Bioassay records deposited in PubChem BioAssay by several laboratories.
Avidin fluor: compound fluoresces at 488/530 nm on avidin beads; compound fluorescence 488/530 nm, flow cytometry; stronger effect = higher value; fluorescence (KMESF) at 10 µM; actives 0.38% (n = 220,000); in the data active = fluorescence above about 47; note: inactives centre near 10
ABCB1 inh: human ABCB1 inhibition, ABCG2 as counter-screen; actives 0.067% (n = 190,000); CCRF-Adr cells, JC-1 efflux, flow cytometry; inhibition, % at 6.6 µM; P08183; in the data active = inhibition above about 40%;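 note: 0% = vehicle and 100% = reference inhibitor; higher value means more JC-1 retained so stronger ABCB1 efflux block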
Cdc42 wt GTP: changes GTP binding to wildtype human Cdc42. GST-Cdc42 beads, Bodipy-GTP binding, flow cytometry; actives lie on both sides. percent activity (GTP binding), % at 10 µM. actives 0.2% (n = 190,000);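 active = percent activity GTP binding at least 20 points away from the 100% baseline, either down as inhibitor or up as activator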;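 note: median bead fluorescence of bound Bodipy-FL-GTP at 100 nM; 0% = excess unlabeled GTP control and 100% = no compound control; below 100% means less GTP binding so inhibitor and above means activator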
Rab7 wt modul: dog Rab7 wildtype GTP binding, inhibitors and activators; GTP binding activity (percent of control), % at 10 µM; AID 758; actives 0.055% (n = 190,000); GST-Rab7 beads, fluorescent GTP binding, flow cytometry; actives lie on both sides; untreated = 100%, excess cold GTP = 0%;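 active = fluorescent GTP binding to Rab7 beads changed by at least 20 points from the 100% baseline, either direction, mostly lower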;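 note: median green fluorescence of bound Bodipy-FL-GTP per Rab7 bead population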
Rac1 wt modul: human Rac1 wildtype GTP binding, inhibitors and activators; AID 757; P63000; actives 0.27% (n = 190,000); GST-Rac1 beads, fluorescent GTP binding, flow cytometry; actives lie on both sides; 0 = cold GTP competed, 100 = untreated; GTP binding activity (% of control), % at 10 µM;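 active = GTP binding activity at least 20 points away from the 100% control level, either lower or higher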
Pf gametocyte: kills late stage P. falciparum gametocytes; P. falciparum stage V gametocytes, ATP luminescence, 24 h; inhibition, % at 10.9 µM; actives 0.065% (n = 150,000); AID 743093;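 active = inhibition above the mean plus 3 SD of compounds within the control limits, set per campaign, cut at about 38% in these data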;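 note: 0% = DMSO wells and 100% = medium only without gametocytes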
Rac1 act GTP bind: alters GTP binding to activated mutant human Rac1 | P63000 | GST-Rac1 activated beads, fluorescent GTP binding, flow cytometry; actives lie on both sides; 100% means binding = to untreated wells | percent activity (GTP binding), % at 10 µM | actives 0.11% (n = 190,000) | AID 764;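 active = GTP binding at least 20 percentage points away from the 100% baseline, in either direction, so actives lie on both sides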
Mcl1 Noxa PPI: Mcl-1/Noxa interaction inhibition; AID 1022; inhibition, % at 21.7 µM; TR-FRET Mcl-1/Noxa peptide binding, 2 h; actives 1.5% (n = 220,000);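 active = compounds that cut the protein-peptide binding signal by more than 50% relative to plate controls in a single-dose test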;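 note: His-tagged Mcl-1 with rhodamine Noxa BH3 peptide and terbium anti-His antibody; 0% = Mcl-1 plus Noxa peptide wells and 100% = peptide-only wells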
Target sequence (Q07820 whole entry, looked up): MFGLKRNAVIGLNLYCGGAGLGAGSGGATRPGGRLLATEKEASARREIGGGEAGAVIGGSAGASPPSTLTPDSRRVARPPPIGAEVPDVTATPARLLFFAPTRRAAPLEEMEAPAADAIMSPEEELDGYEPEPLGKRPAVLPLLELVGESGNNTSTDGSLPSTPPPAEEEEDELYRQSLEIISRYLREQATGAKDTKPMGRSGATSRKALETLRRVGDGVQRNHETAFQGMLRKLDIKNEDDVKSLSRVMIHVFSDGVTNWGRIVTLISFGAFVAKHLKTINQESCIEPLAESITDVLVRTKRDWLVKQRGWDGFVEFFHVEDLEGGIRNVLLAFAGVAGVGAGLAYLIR
HRas wt GTP: changes GTP binding to wildtype human HRas. AID 759. GTP binding activity, % at 10 µM. GST-Ras wt beads, Bodipy-FL-GTP binding, flow cytometry; actives lie on both sides. actives 0.14% (n = 190,000);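 active = GTP binding activity at least 20% away from the 100% baseline, either lowered as inhibitor or raised as activator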;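 note: 0% = unlabeled GTP competition control and 100% = no-compound control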
Rab2A wt mod: changes GTP binding to wildtype dog Rab2A, up or down; P61105; AID 760; GTP binding activity, % at 10 µM; actives 0.19% (n = 190,000); GST-Rab2 wt beads, Bodipy-GTP binding, flow cytometry;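 active = GTP binding activity at least 20 points away from 100%, either lowered or raised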;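 note: 0% = beads with excess unlabeled GTP and 100% = no-compound control corrected for plate trend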
ABCG2 inh: inhibitors of human ABCG2 transporter, ABCB1 counter-screen | Q9UNQ0 | IgMXP3 cells, JC-1 efflux, flow cytometry | inhibition, % at 6.6 µM | actives 0.1% (n = 190,000);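 active = inhibition above 80%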;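 note: 0% = DMSO and 100% = nicardipine control wells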
Target sequence (Q9UNQ0 whole entry, looked up): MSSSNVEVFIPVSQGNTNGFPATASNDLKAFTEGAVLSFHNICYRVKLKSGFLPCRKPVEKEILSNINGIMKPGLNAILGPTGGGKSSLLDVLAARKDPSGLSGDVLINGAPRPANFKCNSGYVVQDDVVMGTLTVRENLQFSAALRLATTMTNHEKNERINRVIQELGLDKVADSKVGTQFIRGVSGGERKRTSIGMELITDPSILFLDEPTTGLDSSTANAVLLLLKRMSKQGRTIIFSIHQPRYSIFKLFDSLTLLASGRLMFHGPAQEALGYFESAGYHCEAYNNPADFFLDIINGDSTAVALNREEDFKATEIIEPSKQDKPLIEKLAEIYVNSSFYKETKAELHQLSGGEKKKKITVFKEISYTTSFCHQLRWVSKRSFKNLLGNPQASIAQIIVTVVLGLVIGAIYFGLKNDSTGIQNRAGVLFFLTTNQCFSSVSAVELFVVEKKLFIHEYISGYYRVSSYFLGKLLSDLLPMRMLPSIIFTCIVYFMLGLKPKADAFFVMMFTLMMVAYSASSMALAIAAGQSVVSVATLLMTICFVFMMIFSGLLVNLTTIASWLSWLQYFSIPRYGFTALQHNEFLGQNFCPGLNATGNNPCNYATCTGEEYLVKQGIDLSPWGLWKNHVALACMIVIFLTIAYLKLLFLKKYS
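Test system: IgMXP3 (ABCG2) plus far-red-tagged CCRF-Adr (ABCB1) cells. Reagent: JC-1 dye as substrate. Timing: 10 min exposure at 25 °C with rotation, no wash. Measured by: flow cytometric JC-1 green MFI at 530 nm. Read-out: percent efflux inhibition, scaled nicardipine 100% to DMSO 0%. Control set: nicardipine and DMSO wells.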
An asterisk follows results filed as active; . = no result given.

Values run as follows: Avidin fluor	ABCB1 inh	Cdc42 wt GTP	Rab7 wt modul	Rac1 wt modul	Pf gametocyte	Rac1 act GTP bind	Mcl1 Noxa PPI	HRas wt GTP	Rab2A wt mod	ABCG2 inh
> Cc1cc(C)nc(N(C#N)Cc2cccc(Cl)c2)n1
    15	0.9	97.0	105.0	101.0	.	96.0	5.5	95.0	99.0	9.7
> COc1cc(/C=C2/NC(=O)NC2=O)cc(Br)c1OCc1ccccc1
    10	0.0	97.0	95.0	98.0	-16.4	97.0	-2.4	97.0	96.0	1.3
> COc1ccc(N2CCN(C(=O)c3cccnc3SCc3cccc(Br)c3)CC2)cc1
    14	1.4	97.0	95.0	103.0	.	98.0	36.4	98.0	96.0	4.5
> Cc1ccc(NC(=O)CSc2nc(N)c3cc4c(nc3n2)CCCC4)cc1
    23	2.8	98.0	96.0	97.0	10.2	96.0	16.1	95.0	94.0	31.3
> O=C(CN1CCN(S(=O)(=O)c2ccc(Br)cc2)CC1)Nc1ccc(F)cc1F
    11	1.8	99.0	102.0	106.0	10.8	98.0	-13.6	99.0	99.0	27.0
> COc1ccc(/C=C/C(=O)Oc2cccc(/C=N/NC(=O)COc3c(C)cccc3C)c2)cc1
    20	0.5	102.0	100.0	104.0	.	94.0	1.4	104.0	94.0	3.3
> Cc1cccc(OCCn2c(=O)n(C)c3ccccc32)c1
    7	0.5	100.0	96.0	99.0	.	98.0	17.4	100.0	98.0	4.9
> BrC(=C\c1ccccc1)/C=N/Nc1nc(N2CCOCC2)nc(N2CCOCC2)n1
    14	1.1	102.0	98.0	102.0	-7.8	99.0	20.2	99.0	98.0	25.9
> COc1ccc(-c2nc(C)c(C(C)=O)n2O)cc1OC
    7	1.0	107.0	101.0	113.0	.	102.0	19.4	105.0	103.0	9.8
> Cn1nccc1CNC(=O)c1ccnn1C
    6	0.2	103.0	96.0	104.0	-4.9	99.0	10.8	99.0	98.0	2.1
> O=C(COC(=O)c1cccnc1SCC(=O)NCc1ccccc1)NCc1ccccc1
    36	0.0	99.0	97.0	101.0	.	97.0	-60.4	99.0	98.0	-0.1
> O=C1c2cc(N3CCCC3)c([N+](=O)[O-])cc2C(=O)N1c1ccccc1
    8	0.0	97.0	94.0	102.0	.	99.0	18.9	98.0	96.0	4.3
> CC1(C)CC2CC(C)(CN2S(=O)(=O)c2ccc(C(=O)Nc3cccc(S(=O)(=O)N4CCOCC4)c3)cc2)C1 (stereo unspecified)
    8	1.4	98.0	99.0	104.0	10.8	101.0	0.3	100.0	100.0	3.0
> COc1ccc(C2C(C#N)=C(N)OC(C(C)(C)C)=C2C#N)cc1OC (stereo unspecified)
    13	0.6	97.0	101.0	100.0	.	95.0	8.4	103.0	99.0	1.3
> CC(=O)Nc1ccc(C(=S)NCCCO)cc1
    14	1.2	98.0	95.0	98.0	21.2	99.0	4.2	97.0	96.0	3.2
> CCn1ncc(Br)c1C(=O)Nc1sc2c(c1C(N)=O)CCC2
    7	0.7	101.0	98.0	101.0	.	98.0	-1.4	100.0	100.0	6.9
> CCOC(=O)C1(CC2CCCCO2)CCN(C(=O)Nc2ccccc2SC)CC1 (stereo unspecified)
    6	0.0	89.0	99.0	91.0	.	90.0	7.2	92.0	97.0	2.1
> COC(=O)c1nn(-c2ccc(OC)cc2)c(=O)cc1Oc1cccc(Cl)c1
    13	1.4	100.0	101.0	101.0	-22.6	98.0	-1.6	101.0	99.0	6.3
> COCCN(CCOC)S(=O)(=O)c1ccc(C(=O)Nc2nc(C)c(C(C)=O)s2)cc1
    12	0.6	103.0	99.0	109.0	.	100.0	7.4	101.0	98.0	1.6
> COc1ccc(NC(=S)SC)cc1OC
    8	-0.6	98.0	98.0	105.0	-20.4	101.0	8.3	100.0	101.0	1.9
> CCCn1c(SCC(=O)Nc2nnc(CC)s2)nnc1-c1ccco1
    6	-4.9	95.0	92.0	93.0	.	94.0	28.4	94.0	92.0	-8.6
> COc1ccc(CCN(Cc2cccs2)S(=O)(=O)c2ccc(C(=O)O)cc2)cc1OC
    9	-0.1	93.0	101.0	96.0	14.9	93.0	23.6	97.0	95.0	-0.8
> COc1ccc(Cn2nnnc2CN2CCC(c3nc4ccccc4s3)CC2)cc1
    5	13.8	102.0	102.0	111.0	4.3	99.0	8.5	101.0	101.0	16.3
> Cc1ccc(OCCn2c(=O)sc3ccccc32)cc1
    7	-0.5	99.0	101.0	106.0	-15.3	100.0	-7.8	101.0	101.0	0.0
> CCOC(=O)NCC(C)(C)CNC(=O)OCC
    11	0.0	96.0	99.0	97.0	-65.3	95.0	3.5	99.0	98.0	1.2
> O=C(COc1cccc2ccccc12)N/N=C/C=C/c1ccccc1
    14	-1.0	96.0	99.0	100.0	-12.3	97.0	-0.2	97.0	98.0	17.4
> O=C(O)c1cc(-c2cccc([N+](=O)[O-])c2)n[nH]1
    10	1.7	94.0	96.0	93.0	-11.7	94.0	22.5	94.0	94.0	18.8
> O=C(NNC(=O)c1cc(-c2ccccc2)nc2ccccc12)Nc1cccc(Cl)c1
    6	-0.5	100.0	98.0	101.0	-10.5	96.0	37.2	98.0	96.0	-0.9
> Cc1cc(C)c(NC(=O)COC(=O)/C=C/c2cccc(C(F)(F)F)c2)c(C)c1
    3	0.3	97.0	97.0	97.0	4.7	96.0	-5.3	97.0	95.0	0.0
> Brc1ccc(Cn2c(-c3ccc(Br)o3)nc3ccccc32)o1
    3	0.0	98.0	89.0	99.0	-7.0	98.0	3.2	97.0	95.0	6.8
> CN(CCNC(=O)c1cc2c(=O)n(C)c3ccccc3c2n1C)Cc1ccccc1
    5	2.4	96.0	99.0	96.0	.	96.0	35.2	97.0	96.0	-0.7
> O=C(c1cccc([N+](=O)[O-])c1)c1ccc2c(c1)C(=O)N(c1c[nH]c(=O)[nH]c1=O)C2=O
    8	1.9	90.0	96.0	91.0	.	93.0	16.1	93.0	94.0	5.7
> CCOc1ccc(C(=O)NCC(=O)OCc2ccc(F)cc2Cl)cc1
    18	3.7	100.0	101.0	101.0	6.7	100.0	9.8	102.0	101.0	10.7
> C=CCOc1ccc(/C=N/N2C(=O)C(CC(=O)Nc3ccc(F)cc3F)SC2=NC)cc1 (stereo unspecified)
    19	1.1	103.0	96.0	104.0	-18.6	102.0	6.5	102.0	100.0	11.3
> CS(=O)(=O)N(Cc1ccc(Cl)cc1)c1ccc(C(=O)NCCSc2ccccn2)cc1
    13	1.2	103.0	102.0	106.0	-1.0	102.0	-0.3	102.0	102.0	7.8
> COc1ccc(NC(=S)NCCCN2CCCC2)cc1Cl
    10	-0.2	98.0	95.0	102.0	-1.7	95.0	24.6	98.0	99.0	0.0
> CC(O)C(O)C(O)C(O)/C=N/NC(=O)c1ccccc1 (stereo unspecified)
    16	-0.7	103.0	100.0	105.0	.	101.0	12.2	99.0	98.0	30.2
> CCOC(=O)c1ccc(CC(=O)c2ccc(O)cc2O)o1
    3	.	99.0	97.0	101.0	.	96.0	4.5	98.0	97.0	.
> O=C(NC1CCCCC1)N(C1=NCCCCC1)c1ccc(Br)cc1
    24	-0.1	95.0	96.0	99.0	.	96.0	14.0	97.0	94.0	41.7
> CCOC(=O)c1c(C)[nH]c(C(=O)OCc2c(C)noc2C)c1C
    9	0.6	101.0	96.0	99.0	-41.9	97.0	-3.0	100.0	99.0	1.6
> CC(C)(C)NC(=O)CSc1nc(-c2ccccc2)cc(=O)[nH]1
    9	-0.2	93.0	94.0	94.0	9.6	91.0	10.9	95.0	92.0	3.0
> Cc1cccc(N2CCN(C(=O)N3CCCCC3)CC2)c1C
    23	0.7	94.0	95.0	95.0	13.2	91.0	4.9	92.0	91.0	0.6
> CCN(CC)C(=O)C(C)N(C#N)c1nc(Cl)nc(N(C)C)n1 (stereo unspecified)
    9	0.5	95.0	93.0	98.0	.	95.0	-11.4	95.0	97.0	3.8
> CCCCc1cc2c(s1)CCCC/C2=N/O
    6	-0.7	99.0	100.0	103.0	-0.4	100.0	14.0	97.0	98.0	10.3
> COc1cccc(CNC(=O)C(C(=O)NCc2cccc(OC)c2)c2ncc(C(F)(F)F)cc2Cl)c1
    13	6.2	94.0	96.0	98.0	-11.4	96.0	16.7	96.0	98.0	1.6
> NC(CO)C(O)c1ccc([N+](=O)[O-])cc1 (stereo unspecified)
    10	0.5	96.0	103.0	100.0	.	95.0	4.2	98.0	98.0	0.6
> COc1cccc(-n2c(C)c(C(C)=O)c(C(C)=O)c2C)c1
    12	0.0	105.0	98.0	106.0	26.2	100.0	19.4	101.0	101.0	-1.7
> CCOC(=O)CNc1nc(-c2ccncc2)nc2ccccc12
    9	0.2	103.0	101.0	104.0	.	97.0	33.5	102.0	101.0	5.3
> O=C(/C=C/c1ccc2c(c1)OCO2)Nc1c(C(=O)O)[nH]c2ccccc12
    12	-0.9	97.0	97.0	97.0	2.3	94.0	37.0	93.0	92.0	-6.9
> Cc1ccc(C(=O)N/C(=C/c2ccc(-c3cccc([N+](=O)[O-])c3)o2)C(=O)NC(C)(C)C)cc1
    14	0.9	100.0	98.0	101.0	4.3	98.0	-0.8	98.0	97.0	28.2
> O=C(/C=C/N1CCOCC1)c1cc2ccccc2o1
    12	-5.5	104.0	98.0	101.0	-13.9	100.0	5.7	103.0	101.0	-6.6
> CNC(=S)NCCCc1ccccc1
    11	0.5	99.0	98.0	102.0	-8.6	95.0	24.4	99.0	97.0	5.7
> O=C(CC(=O)N/N=C/c1ccccc1O)NCc1cccnc1
    3	0.0	98.0	104.0	103.0	15.7	99.0	-0.8	104.0	103.0	0.0
> c1cncc(Oc2cccc(Oc3cccnc3)c2)c1
    19	0.2	95.0	99.0	97.0	-2.2	95.0	-148.5	93.0	93.0	0.0
> FC(F)(F)c1cccc(Cc2noc(CN3CCC(c4ccncc4)CC3)n2)c1
    7	-0.5	97.0	95.0	98.0	-9.2	97.0	-10.4	98.0	97.0	-1.4
> COC(=O)c1cc(Cl)c(NC(=O)/C=C/c2ccc(OC)cc2)cc1OC
    3	-3.1	105.0	101.0	109.0	4.6	102.0	-14.1	103.0	103.0	-1.8
> CC1C(=O)Nc2ccccc2N1C(=O)C1CC1 (stereo unspecified)
    18	0.1	107.0	105.0	103.0	.	99.0	-5.8	106.0	104.0	0.2
> Cc1cccc(-c2noc(CCCC(=O)Nc3ccc(C(N)=O)cc3)n2)c1
    11	0.3	103.0	101.0	104.0	.	98.0	3.7	102.0	100.0	1.2
